Screens deposited in PubChem BioAssay by several laboratories.
PLC-beta3 inh = PLC-beta3 (human) inhibition, primary screen; Purified PLC-beta3, fluorogenic substrate, fluorescence; inhibition, % at 12.2 µM; 370,000 compounds, 0.18% hits; in the data active = inhibition above about 11%;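 also: 0% = median of compound wells on plate and 100% = full blocker control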
ASAP1 GAP inh = ASAP1 ArfGAP inhibition; Q9ULH1; ASAP1-stimulated ARF1 GTP hydrolysis, GDP FP detection; 360,000 compounds, 0.19% hits; inhibition, % at 16.5 µM; in the data active = inhibition above about 25%;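 also: 0% = vehicle with enzyme and substrate and 100% = no enzyme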
PLC-gamma1 inh = blocks human PLC-gamma1 enzyme activity; inhibition, % at 12.2 µM; P19174; AID 720700; 370,000 compounds, 0.84% hits; purified PLC-gamma1, fluorogenic substrate, fluorescence; in the data active = inhibition above about 9.5%
Target sequence (P19174 whole entry, looked up): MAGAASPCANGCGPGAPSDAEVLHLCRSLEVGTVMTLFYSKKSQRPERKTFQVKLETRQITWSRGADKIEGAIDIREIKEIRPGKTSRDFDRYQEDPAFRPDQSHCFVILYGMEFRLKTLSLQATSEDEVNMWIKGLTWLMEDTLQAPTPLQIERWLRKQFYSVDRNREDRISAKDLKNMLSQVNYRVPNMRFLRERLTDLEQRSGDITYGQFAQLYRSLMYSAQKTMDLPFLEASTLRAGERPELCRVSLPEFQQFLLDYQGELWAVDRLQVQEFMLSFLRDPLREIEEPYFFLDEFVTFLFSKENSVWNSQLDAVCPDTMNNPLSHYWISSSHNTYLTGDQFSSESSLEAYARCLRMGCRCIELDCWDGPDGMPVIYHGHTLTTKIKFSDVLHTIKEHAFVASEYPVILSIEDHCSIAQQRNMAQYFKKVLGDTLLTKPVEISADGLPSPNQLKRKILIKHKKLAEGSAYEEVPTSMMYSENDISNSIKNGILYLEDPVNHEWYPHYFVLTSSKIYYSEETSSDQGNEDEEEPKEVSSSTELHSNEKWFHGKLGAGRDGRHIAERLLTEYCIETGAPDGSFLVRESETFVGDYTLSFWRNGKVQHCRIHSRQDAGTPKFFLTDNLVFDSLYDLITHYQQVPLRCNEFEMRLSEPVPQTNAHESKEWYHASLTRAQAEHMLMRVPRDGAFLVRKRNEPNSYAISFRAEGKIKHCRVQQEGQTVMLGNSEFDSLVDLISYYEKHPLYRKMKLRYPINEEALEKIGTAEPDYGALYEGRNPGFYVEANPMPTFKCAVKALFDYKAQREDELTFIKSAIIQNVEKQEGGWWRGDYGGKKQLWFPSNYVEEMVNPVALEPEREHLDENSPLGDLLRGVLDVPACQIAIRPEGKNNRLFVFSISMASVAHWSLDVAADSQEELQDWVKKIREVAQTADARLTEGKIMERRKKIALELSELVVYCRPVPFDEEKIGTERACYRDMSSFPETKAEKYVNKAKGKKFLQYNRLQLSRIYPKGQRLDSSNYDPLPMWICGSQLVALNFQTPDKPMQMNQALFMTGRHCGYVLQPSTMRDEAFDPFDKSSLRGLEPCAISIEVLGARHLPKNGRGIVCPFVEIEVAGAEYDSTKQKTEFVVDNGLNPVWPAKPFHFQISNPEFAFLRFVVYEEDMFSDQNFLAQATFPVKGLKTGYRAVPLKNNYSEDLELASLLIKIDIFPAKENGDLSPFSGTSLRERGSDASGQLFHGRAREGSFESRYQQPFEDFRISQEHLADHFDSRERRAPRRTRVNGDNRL
DDE Tn7 FP inh = inhibitors of Tn7 peptide binding to human fibrin DD(E). P02675. FP displacement of FITC-Tn7 peptide from fibrin DD(E); 0% = median of compound wells per plate. inhibition, % at 8.3 µM. 370,000 compounds, 0.13% hits;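 active = inhibition above the mean of compounds falling within the control limits plus 3 SD of them, cut at about 14% in these data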;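 also: 0% = plate median of compound wells and 100% = 10 µM Aha-Tn7 peptide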
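Also added: labelled Tn7 tracer, 0.1 µM; Assay system: human fibrin DD(E) protein; Amount: 2 µM fibrin DD(E); Schedule: 10 min compound pre-incubation, 3 h probe incubation at room temperature; Repeats: one replicate per compound; Read-out basis: percent inhibition; Measured by: fluorescence polarization of the labelled Tn7 tracer.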
Rev-erbA mod = modulators of human Rev-erb alpha DNA binding; activity, % at 10 µM; 370,000 compounds, 0.79% hits; Rev-erbα–FITC-DNA binding, fluorescence polarization, 90 min;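 active = activity above about 14%, limit read from the data; passing the limit was not always enough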;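 also: 0% = DMSO wells with 35 nM protein and 100% = DMSO wells with 750 nM protein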
proKLK7 act = activates the human kallikrein-7 zymogen | P49862 | purified proKLK7, EDANS-DABCYL substrate fluorescence; 100% is mature enzyme control, 0% vehicle | activation, % at 7 µM | 370,000 compounds, 0.9% hits;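 active = activation above the mean of all tested compounds plus 3 SD, computed per campaign excluding outliers beyond control limits, cut at about 13% in these data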
Tn6 DDE FP = disrupts Tn6 cyclic peptide binding to fibrin D-Dimer-E complex. 370,000 compounds, 0.21% hits. inhibition, % at 8.3 µM. Fibrin DD(E) TRITC-Tn6 fluorescence polarization displacement. AID 720509;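 active = inhibition above a per-campaign cutoff: mean of compounds within control limits plus 3 SD, cut at about 15% in these data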;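 also: 0% = median of all compound wells on the plate and 100% = blocking peptide control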
UHRF1 MBD2 ctr = blocks human UHRF1 binding to methylated DNA | Q96T88 | UHRF1 binding to methylated oligo, TR-FRET | inhibition, % at 4.4 µM | 370,000 compounds, 0.75% hits; in the data active = inhibition above about 21%;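 also: UHRF1 SRA domain binding a hemimethylated CpG hairpin DNA probe; 0% = median of test compound wells and 100% = reference inhibitor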
ARFGAP1 inhibitor = inhibitors of rat ARFGAP1; Arfgap1-stimulated ARF1 GTP hydrolysis, GDP FP detection; inhibition, % at 16.5 µM; Q62848; 360,000 compounds, 0.26% hits;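 active = inhibition above a per-plate limit, mean inhibition of low control wells plus 3 SD, cut at about 25% in these data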;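 also: 0% = DMSO wells with enzyme and 100% = wells lacking Arfgap1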
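Material – truncated rat Arfgap1 GAP domain · Buffer or medium – HEPES-based buffer, pH 7.5 · Reagent – human ARF1(Δ1-17)-GTP substrate · Dosing – 16.5 µM single point, 1.26% DMSO · Schedule – GTP hydrolysis reaction 2 h at 25 °C · Technique – GDP detection by fluorescence polarization · Benchmarks – No-Arfgap1 wells (100%) versus DMSO full-reaction wells (0%) · Repeats – single replicate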
HGIII-sPLA2 inh = Inhibits HGIII-sPLA2 liposome hydrolysis, primary screen | Q9NZ20 | QFRET BODIPY PC-A2 liposome hydrolysis, fluorescence | inhibition, % at 12.2 µM | 370,000 compounds, 0.56% hits | AID 743126;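 active = inhibition above mean plus 3 SD of compounds lying within the high and low control bounds, cut at about 19% in these data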;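 also: 0% = median of test compound wells and 100% = no enzyme DMSO wells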
Starred values were filed as active, the others as inactive; . = no result given.

PLC-beta3 inh,ASAP1 GAP inh,PLC-gamma1 inh,DDE Tn7 FP inh,Rev-erbA mod,proKLK7 act,Tn6 DDE FP,UHRF1 MBD2 ctr,ARFGAP1 inhibitor,HGIII-sPLA2 inh,SMILES
-72,-3,-43,0,20,-0.3,-7,0,12,2,O=c1c(/C=N/Nc2ccccc2)c(Sc2nnnn2-c2ccccc2)nc2ccccn12
-6,3,3,-6,-1,-0.1,6,1,7,7,O=C(O)c1csc(-c2cccc(Cl)c2)n1
4,.,2,-3,-6,0.0,-1,0,.,-13,O=C(CSc1nnc(COc2ccccc2)n1Cc1ccco1)Nc1ccc2c(c1)OCO2
-2,-7,8,5,-5,-0.2,-6,6,6,4,CCOC(=O)c1cccc(NC(=O)C2CCCO2)c1 (stereo unspecified)
2,-7,3,-7,9,-0.4,0,3,11,7,O=C(CN1CCN(c2ncccn2)CC1)NCc1ccccc1
-41,-8,-11,-3,76*,-2.2,7,-3,0,-19,Cc1ccc(-c2nnc(NCc3nc4ccccc4[nH]3)c3ccccc23)cc1S(=O)(=O)N(C)C
-72,14,-60,2,-2,-0.3,-8,-2,12,-71,CCN(CC)S(=O)(=O)c1ccc(N/N=C/c2ccc(O)cc2O)nc1
-12,10,-7,4,8,0.1,11,7,3,-1,COC(=O)CN1C(=O)N/C(=C/c2ccccc2OC)C1=O
-2,9,1,8,1,0.2,-7,0,1,2,COc1cc(-n2cnnn2)ccc1S(=O)(=O)N1CCOCC1
-4,.,0,-9,1,0.3,1,0,.,-14,CN1CCN(c2ccc3c(c2)Oc2ccccc2CN(Cc2cn(Cc4ccc(F)cc4)nn2)S3(=O)=O)CC1
0,6,-1,3,4,0.9,-4,1,0,-6,Cc1cccc2sc(NC(=O)C3c4ccccc4Oc4ccccc43)nc12
-1,-5,0,-2,4,0.7,1,-1,0,5,COCCSc1nc(N)c(NC(=O)c2ccc(OC)cc2)c(=O)[nH]1
0,3,3,-4,3,0.0,-2,2,-10,10,CC(C)CC(NS(=O)(=O)c1ccc2c(c1)oc(=O)n2C)C(=O)NC1CCCc2ccccc21 (stereo unspecified)
3,16,1,0,0,0.0,-6,0,1,-1,CCOC(=O)N1CCC(n2c(SCC(=O)Nc3nccs3)nc3ccsc3c2=O)CC1
0,7,0,0,-5,0.1,-5,-1,9,-5,COC(=O)C1CCN(S(=O)(=O)c2ccc(NC(C)=O)cc2)CC1
-8,-4,-5,-10,-4,0.4,1,-3,2,-4,COc1cccc(/C=N\NS(=O)(=O)c2ccccc2)c1OC
2,2,3,-4,8,-0.9,-3,3,14,6,CC(C)CN1Cc2ccccc2Oc2cc(Br)ccc2S1(=O)=O
0,12,6,2,6,0.1,7,6,-2,12,CCOC(=O)c1ccc2c(c1)nc(-c1ccc(F)cc1)c1nccn12
-5,-16,-2,11,3,0.4,7,-1,-6,-13,COc1ccc(NC(C)=O)cc1NC(C)C(=O)Nc1cccc(S(=O)(=O)N2CCOCC2)c1 (stereo unspecified)
0,2,0,1,3,0.2,4,0,1,-9,COc1ccc(C(=O)COC(=O)c2ccc3ccccc3n2)cc1
-6,17,-5,-1,-2,0.2,-2,5,3,4,CCCC(=O)NC(=S)Nc1sc2c(c1C(N)=O)CCC2
2,17,-1,-2,-1,0.0,5,-2,0,0,NC1=NC2(CCCCC2)n2c(nc3ccccc32)N1
-3,-4,-1,-1,7,0.5,3,-2,-10,-3,COc1ccc(C(=O)c2cnc[nH]2)cc1OC
-10,-5,-1,-4,2,0.0,-2,2,7,5,Cc1cc(NC(=O)NC(C(F)(F)F)C(F)(F)F)no1
-3,-2,0,0,5,0.3,-6,0,2,-14,O=C(CN(Cc1ccco1)Cc1cccs1)N1CCN(S(=O)(=O)c2cccc(F)c2)CC1
2,.,14*,-2,4,0.2,1,1,.,-2,COC(=O)[C@]12C[C@H](CC(=O)N3CCN(C(=O)C4CC4)CC3)C(=O)N(Cc3cccc4ccccc34)C1=C[C@H](COCc1ccccc1)O[C@@H]2C
0,-6,0,8,6,0.1,4,3,-4,2,Cc1cc(NC(=O)CCC(=O)N(c2ccccc2)C(C(=O)NC2CCCC2)c2cccs2)no1 (stereo unspecified)
-137,9,-90,2,0,2.8,4,3,14,5,CC1=C(C(=O)OCC2CCCO2)C(c2coc3ccccc3c2=O)C2=C(CCCC2=O)N1 (stereo unspecified)
2,0,1,9,2,-0.1,6,0,-8,5,COc1ccc(OC)c(NC2c3ccccc3C(=O)N2Cc2ccc3c(c2)OCO3)c1 (stereo unspecified)
-2,-2,-1,4,0,0.4,6,2,6,10,CC1CCCCC12NC(=O)N(CC(=O)Nc1ccccc1F)C2=O (stereo unspecified)

A different layout for some results above.
Compound	PLC-beta3 inh	ASAP1 GAP inh	PLC-gamma1 inh	DDE Tn7 FP inh	Rev-erbA mod	proKLK7 act	Tn6 DDE FP	UHRF1 MBD2 ctr	ARFGAP1 inhibitor	HGIII-sPLA2 inh
O=C(CN(Cc1ccco1)Cc1cccs1)N1CCN(S(=O)(=O)c2cccc(F)c2)CC1	-3	-2	0	0	5	0.3	-6	0	2	-14
COC(=O)[C@]12C[C@H](CC(=O)N3CCN(C(=O)C4CC4)CC3)C(=O)N(Cc3cccc4ccccc34)C1=C[C@H](COCc1ccccc1)O[C@@H]2C	2	.	14*	-2	4	0.2	1	1	.	-2
Cc1cc(NC(=O)CCC(=O)N(c2ccccc2)C(C(=O)NC2CCCC2)c2cccs2)no1 (stereo unspecified)	0	-6	0	8	6	0.1	4	3	-4	2
CC1=C(C(=O)OCC2CCCO2)C(c2coc3ccccc3c2=O)C2=C(CCCC2=O)N1 (stereo unspecified)	-137	9	-90	2	0	2.8	4	3	14	5
COc1ccc(OC)c(NC2c3ccccc3C(=O)N2Cc2ccc3c(c2)OCO3)c1 (stereo unspecified)	2	0	1	9	2	-0.1	6	0	-8	5

Next results follow:
PLC-beta3 inh,ASAP1 GAP inh,PLC-gamma1 inh,DDE Tn7 FP inh,Rev-erbA mod,proKLK7 act,Tn6 DDE FP,UHRF1 MBD2 ctr,ARFGAP1 inhibitor,HGIII-sPLA2 inh,SMILES
3,8,1,0,-5,0.2,-2,0,-5,-3,CNC(=O)CC(=O)Nc1ccccc1C(=O)O
-6,-10,-10,0,-1,0.8,-1,-2,-4,-9,O=C(Cc1cccc2ccccc12)NN1C(=O)CSC1=S
-2,17,-2,3,-1,-0.4,2,-1,0,-16,COc1ccc(C)cc1NC(=O)COC(=O)Cc1ccc(-c2ccccc2)cc1
-14,-9,-9,-4,5,0.4,-1,3,-4,-5,COC(=O)c1c(-c2ccc(OC)cc2)oc2ccc(-c3ccc(OC)nc3)cc12
1,-14,-1,5,-8,0.1,7,-1,14,-1,CCN(CC)S(=O)(=O)c1cccc(C(=O)Nc2cccnc2)c1
-3,-6,-1,6,6,0.1,-7,3,6,13,COc1cc(Br)c(CN2CCCN(C)CC2)cc1OC
-8,0,-5,-1,6,-0.4,5,2,-3,4,CC(C)Oc1ccc(/C(O)=C2/C(=O)C(=O)N(CCN(C)C)C2c2ccco2)cc1 (stereo unspecified)
-56,1,-48,-1,0,-1.3,5,4,5,3,c1coc(-c2nnc(-c3cccs3)o2)c1
-8,-13,-2,2,2,-0.1,-4,-3,0,0,CC(C)(C)NC(=O)COC(=O)c1ccccc1Oc1ccccc1
-1,1,2,0,-1,-0.1,-1,1,7,4,CCOc1cc(C#N)ccc1OCC(=O)N1CCN(C(=O)c2cccs2)CC1
-8,11,-8,-8,7,-41,3,1,-7,2,CCCCN(C)C(=O)c1c[nH]c2ccc(S(=O)(=O)N3CCOCC3)cc2c1=O
-9,-14,-2,0,4,-0.3,-1,4,0,7,c1ccc(-c2[nH]ncc2CN2CCc3ccccc3C2)cc1
-15,4,-2,-6,-2,0.3,1,-3,5,-4,Cc1ccc2ncnc(Nc3cccc([N+](=O)[O-])c3)c2c1
-11,-3,2,10,-1,0.4,1,1,-1,10,COc1cc(NS(=O)(=O)c2ccc(NC(=S)Nc3ccccc3)cc2)nc(OC)n1
3,-8,2,-1,-4,0.3,-6,2,9,1,CCOc1ccc(C(NC(=O)c2ccco2)c2ccc(OC)c(OC)c2)cc1 (stereo unspecified)
1,-1,2,8,-6,0.2,2,2,-17,8,CCCNC(=O)c1cc(C2CCCCN2C(=O)c2cccs2)on1 (stereo unspecified)
-44,2,-32,3,-4,3.5,0,-1,-4,-6,CCN1CCCC1CN(Cc1cc2c(C)cc(C)cc2[nH]c1=O)C(=O)NC1CCCCC1 (stereo unspecified)
0,6,3,-1,-4,0.1,-5,-1,0,2,O=C(NCCCn1ccnc1)/C(=C/c1cccs1)NC(=O)c1ccco1
-8,6,-3,-2,9,-0.3,9,-1,-14,0,O=c1[nH]cc(N2CCCCCC2)c(=O)[nH]1
-13,2,-8,-1,4,0.1,0,0,-8,4,CCC(C(=O)N1CCc2cc(OC)c(OC)cc2C1)c1ccccc1 (stereo unspecified)
-10,-1,-10,-4,5,0.8,4,2,-4,2,COc1cc(/C=C\C(=O)OCn2nnc3ccccc3c2=O)cc(OC)c1OC
-13,15,-12,3,-4,-0.3,-6,-3,-2,-2,Cc1ccc(NC(=O)/C=C/c2ccc3c(c2)OCO3)cc1S(=O)(=O)N1CCOCC1
4,7,4,-3,5,0.2,6,0,0,0,O=C(COc1ccccc1Cl)N1CCN(c2ccc([N+](=O)[O-])c(N3CCCCC3)c2)CC1
-1,3,-1,-7,1,0.3,3,1,-1,7,COC(=O)c1c(NC(=O)C(=O)NCC2CCCO2)sc2c1CC(C)(C)OC2 (stereo unspecified)
1,-24,2,8,2,0.3,-1,0,5,4,O=C(C1CCCCC1)N1CCc2ccccc21
0,3,2,4,-4,-0.5,-2,2,3,7,CC(=O)Nc1c(C)ccc([N+](=O)[O-])c1C
0,-1,1,-3,4,-0.4,0,4,7,-12,O=C(Nc1cccc(Oc2ccccc2)c1)C1Cc2c(-c3cccc(F)c3)ccnc2O1 (stereo unspecified)
-5,-4,-3,-2,-3,0.2,0,1,4,3,COc1ccc(NC(=O)CSCC(=O)Oc2c(OC)cccc2OC)cc1
-29,6,-12,-8,1,-0.2,-8,-2,1,1,CN(CCCC1CCCC1)C(=O)CC1C(=O)NCCN1Cc1ccc(F)cc1 (stereo unspecified)
-18,10,-13,-5,-6,0.1,3,1,1,2,CC(C)C(NS(=O)(=O)c1cccc2nsnc12)C(=O)N1CCc2ccccc2C1 (stereo unspecified)
-3,-6,-3,-8,-3,-0.1,-3,2,7,4,CCCCN1C(=O)/C(=C(/C#N)C(N)=O)c2ccccc21
1,-4,4,2,0,0.1,-1,-1,9,1,O=C(NC1CC1)c1ccc2c3c(cccc13)CC2
-18,17,-14,1,4,0.4,-3,0,16,0,NS(=O)(=O)c1ccc(CCNC(=O)Cc2ccc(S(=O)(=O)N3CCOCC3)s2)cc1
-5,-1,0,-6,2,0.2,9,1,-5,2,O=[N+]([O-])c1ccc(NC(=S)N2CCN(S(=O)(=O)c3ccccc3)CC2)cc1
0,-13,4,-6,1,0.3,-7,-3,8,-2,O=C(NCCc1ccccc1)c1nc(-c2cccs2)no1
